CHT block – human CHT choline transport inhibition; CHT-expressing cells, membrane potential dye, choline response; active compounds read low; B-score at 10 µM; hit rate 0.86% among 310,000;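 active means B-score over 3 SD under the library average, and starting fluorescence ratio not unusually high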;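 further: choline stimulus applied at its EC90 after an EC20 pre-addition; B-score computed on integrated fluorescence ratio after choline addition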
Target sequence (Q9GZV3 whole entry, looked up): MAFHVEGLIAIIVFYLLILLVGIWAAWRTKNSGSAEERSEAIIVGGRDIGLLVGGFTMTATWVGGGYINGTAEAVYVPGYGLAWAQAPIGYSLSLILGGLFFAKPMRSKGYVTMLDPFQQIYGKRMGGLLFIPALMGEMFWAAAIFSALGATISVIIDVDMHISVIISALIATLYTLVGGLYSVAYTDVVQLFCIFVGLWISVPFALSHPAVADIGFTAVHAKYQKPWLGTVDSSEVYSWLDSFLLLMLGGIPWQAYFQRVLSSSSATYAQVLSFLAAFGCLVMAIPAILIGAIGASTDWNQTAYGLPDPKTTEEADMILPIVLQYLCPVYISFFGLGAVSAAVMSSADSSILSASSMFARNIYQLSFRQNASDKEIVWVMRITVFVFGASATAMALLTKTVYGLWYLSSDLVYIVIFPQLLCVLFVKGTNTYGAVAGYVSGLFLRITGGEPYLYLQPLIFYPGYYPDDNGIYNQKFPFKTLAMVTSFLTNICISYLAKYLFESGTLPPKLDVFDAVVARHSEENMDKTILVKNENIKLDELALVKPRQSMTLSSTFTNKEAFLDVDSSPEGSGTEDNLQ
KCNQ2 inh – KCNQ2 channel blockers in CHO-K1 cells – cell-based, FluxOR thallium flux, B-score, primary screen (AID 2156); O88943; 20 min; active compounds read low; B-score at 10 µM; hit rate 1.1% among 310,000;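 active means fluorescence ratio B-score at most minus 3 library SDs, with starting brightness B-score within 2 library SDs, cut at about -5.5 in these data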
Starred values were filed as active, the others as inactive; i = inactive; . = no result given.

CHT block | KCNQ2 inh | molecule
i | i | COc1ccc(C2Nc3ccccc3C(=O)N2NS(C)(=O)=O)c(OC)c1 (stereo unspecified)
i | i | CCCC(O)(CCN(C)C)c1ccc(OC)cc1 (stereo unspecified)
i | i | O=C1CC(C(=O)Nc2ccccc2)S/C(=N\N=C\c2ccco2)N1 (stereo unspecified)
i | i | CCN(CC)CC(O)Cn1c2ccccc2c2ccccc21 (stereo unspecified)
i | i | Cc1ccc(C(=O)NNS(=O)(=O)c2ccccc2[N+](=O)[O-])cc1
i | i | CC(=O)Nc1cccc(C(=O)OCC(=O)c2ccccc2Cl)c1
i | i | O=c1oc2ccccc2c(NCc2cccc(F)c2)c1[N+](=O)[O-]
i | i | CN1C(=O)C(CC(N)=O)N(NC(=O)c2ccc(Cl)cc2)C1=S (stereo unspecified)
i | i | CCOC(=O)C1(Cc2ccccc2C)CCCN(C(=O)COC)C1 (stereo unspecified)
i | i | O=C(O)C1[C@H]2C(=O)N(Cc3cccs3)C[C@]23C=C[C@H]1O3 (stereo partly specified)
i | i | CC(NC(=O)COc1ccccc1)C(=O)OCC(=O)c1cc2ccccc2o1 (stereo unspecified)
i | i | Cc1ccsc1C(C(=O)NC1CCCCC1)N(C(=O)c1csnn1)C1CC1 (stereo unspecified)
i | i | CC(C)CC(NC(N)=O)C(=O)Nc1ccc(Oc2ccccc2)cc1 (stereo unspecified)
i | i | CCCCn1c(N)c(N(CCOC)C(=O)COc2ccc(Cl)cc2)c(=O)[nH]c1=O
i | i | Cc1cc(C(=O)N2CCCC2C(=O)O)c(C)o1 (stereo unspecified)
i | i | O=[N+]([O-])c1ccc(C(O)CNC(=S)Nc2ccccc2)cc1 (stereo unspecified)
i | i | CC(=O)Nc1ccc2c(c1)nc(C)n2Cc1ccccc1
i | -6.35* | CCOC(=O)CC1(NC(=O)C2CCC(=O)N(CCc3ccccc3)C2)CCCCC1 (stereo unspecified)
i | i | COc1cc(CCC(=O)Nc2ccc(Cl)c(C(F)(F)F)c2)cc(OC)c1OC
i | i | CCCOc1ccc(N2C(=O)CC(N3CCN(CCN=CC4C(=O)CC(C)(C)CC4=O)CC3)C2=O)cc1 (stereo unspecified)
i | i | CC(=O)c1ccc(OCCCC(=O)NCC(c2ccco2)N(C)C)cc1 (stereo unspecified)
i | i | CCOCC(=O)Nc1c(C(=O)Nc2ccc3c(c2)OCO3)oc2ccccc12
i | i | O=C1c2ccccc2S(=O)(=O)c2cc(C(=O)N3CCN(C(=O)c4ccccc4)CC3)ccc21
i | i | Cc1ccccc1Nc1nc(N)nc(CN2CCN(c3ccccn3)CC2)n1
-7.41* | i | O=C1c2ccccc2C(=O)c2c(Nc3ccc(CCO)cc3)ccc(O)c21
i | i | O=C(NCCO)c1ccc(CSc2nc3ccccc3[nH]2)cc1
i | i | COc1ccc(N2CC(C(=O)OCC(=O)Nc3cccc(C)c3C)CC2=O)cc1 (stereo unspecified)
i | i | CCOc1ccc(NS(=O)(=O)c2c(C)nc3sccn3c2=O)cc1
i | i | N/C(=N\OC(=O)/C=C/c1ccccc1)c1cccnc1
i | i | Cc1ccccc1Nc1nc(N)nc(COC(=O)c2ccc(S(=O)(=O)N(C)C)cc2)n1
i | i | COc1cccc(-n2cc(CNCc3cn(C)nc3-c3ccccc3F)cn2)c1
i | i | O=C(NCCc1c[nH]c2ccccc12)c1ccc2[nH]c(=O)c(=O)[nH]c2c1
i | i | Cc1ccc(NC(=O)CCS(=O)(=O)c2ccc3c(c2)NC(=O)C(C)S3)cc1Cl (stereo unspecified)
i | i | COC(CNC(=O)c1cn(C)c2ccc(S(=O)(=O)N3CCOCC3)cc2c1=O)OC
i | i | Cc1cccc(NC(=O)C2CCN(S(=O)(=O)c3cccc4cccnc34)CC2)n1
i | i | O=C(CSCc1c(Cl)cccc1Cl)NCC1CCCO1 (stereo unspecified)

Looked up by structure from above:
CHT block | KCNQ2 inh | molecule
-7.41* | i | O=C1c2ccccc2C(=O)c2c(Nc3ccc(CCO)cc3)ccc(O)c21
i | i | O=C(CSCc1c(Cl)cccc1Cl)NCC1CCCO1 (stereo unspecified)
i | i | COC(CNC(=O)c1cn(C)c2ccc(S(=O)(=O)N3CCOCC3)cc2c1=O)OC

Going on with the list:
CHT block | KCNQ2 inh | molecule
i | i | Cc1ccc(C(=O)Nc2ccc3c(c2)OCO3)o1
i | i | O=C(O)CCCC(=O)Nc1ccc(Br)cc1C(=O)O
i | i | Nc1cc2c(cc1O)CCCC2
i | . | Cc1cccc2cc(C(c3nnnn3CC3CCCO3)N3CCc4ccccc4C3)c(=O)[nH]c12 (stereo unspecified)
i | i | CCN1CCN(c2cc(C)c3cc(NC(=O)Cc4ccc(OC)c(OC)c4)ccc3n2)CC1
i | i | COc1nc(NS(=O)(=O)c2ccc(C)cc2)nc(C)c1Cl
i | i | COc1ccc(C2CC(c3ccccc3)=NN2C(=S)Nc2ccccc2)cc1 (stereo unspecified)
i | i | O=C(CSC(=S)N1CCCC1)Nc1cc2c(cc1Br)OCCO2
i | i | Cc1ccc2nc(N(CCCN(C)C)C(=O)c3cc(-c4cccs4)nc4ccccc34)sc2c1
i | i | OC(COc1ccccc1F)CN1CCC(Cc2ccccc2)CC1 (stereo unspecified)
i | i | CCCCn1c(N)c(N(CC(C)C)C(=O)c2cc(-c3ccncc3)nc3ccccc23)c(=O)[nH]c1=O
i | i | CCCCCc1n[nH]c2c1CCCC2
i | i | CCCCC1CN2CCc3c([nH]c4ccccc34)C2(C)C1 (stereo unspecified)
i | i | Cc1nnc(NC(=O)CSC2=NN3CCCC(=O)N=C3S2)s1
i | i | Nc1ccc2c(c1)Oc1ccccc1C=C2
i | i | Nc1ccccc1-c1nnc2n1CCCCC2
i | i | NC(=O)CC(NC(=O)Cc1ccc(Br)cc1)c1ccc(NC2CCCCCC2)c([N+](=O)[O-])c1 (stereo unspecified)
i | i | COCCn1c(-c2ccc(OC)cc2)cnc1SCC(=O)Nc1cccc2ccccc12
i | i | Nc1nonc1-n1nnc(C(=O)N/N=C/c2ccccc2Cl)c1COc1ccc(F)cc1
i | i | Cc1ccc(C(=O)NCCCc2ccccc2)s1
i | i | Cc1cc(=O)oc2cc(OCC(=O)Nc3ccc(S(=O)(=O)N(C)C)cc3)ccc12
i | i | CC(C)c1ccc(NC2CCCN(C(=O)CCN3CCCO3)C2)cc1 (stereo unspecified)
i | i | CCOc1cc(-c2c(C#N)c(N)nc3c2CCCC3)ccc1O
i | i | CCc1cc(=O)oc2c(C)c(OS(C)(=O)=O)ccc12

A draw from above in order of SMILES length, smallest number first.
CHT block | KCNQ2 inh | molecule
i | i | Nc1ccccc1-c1nnc2n1CCCCC2
i | i | CCc1cc(=O)oc2c(C)c(OS(C)(=O)=O)ccc12
i | i | Cc1nnc(NC(=O)CSC2=NN3CCCC(=O)N=C3S2)s1
i | i | COCCn1c(-c2ccc(OC)cc2)cnc1SCC(=O)Nc1cccc2ccccc12
i | i | Cc1cc(=O)oc2cc(OCC(=O)Nc3ccc(S(=O)(=O)N(C)C)cc3)ccc12

(listing goes on)
CHT block | KCNQ2 inh | molecule
i | i | Cc1ccc(S(=O)(=O)N2CCC(C)CC2)cc1
i | i | N#CCCn1ncc2ccccc21
i | i | CC(=O)Nc1ccc(S(=O)(=O)NNC(=O)COc2cccc3ccccc23)cc1
i | i | NC(=O)c1sc2cc(C(F)(F)F)cnc2c1-c1cccs1
i | i | COc1cccc(-c2noc(CCC(=O)NC3CCCC3)n2)c1
i | i | O=C(Cc1cc(=O)[nH][nH]1)N/N=C/C(Cl)=C/c1ccccc1
i | i | O=C(N/N=C/C(Br)=C\c1ccccc1)c1cccs1
-5.98* | i | COc1ccccc1NC(=O)/C(C#N)=C/c1ccc(OCCN2CCOCC2)c(OC)c1
i | i | Cc1cc(SCC(=O)c2ccc(O)c(O)c2)n2nc(C)c(-c3ccccc3)c2n1
i | i | Cc1c(C(c2ccccc2Br)c2c(C)n(C)n(-c3ccccc3)c2=O)c(=O)n(-c2ccccc2)n1C
i | i | Cc1ccc(C(c2c(C)[nH][nH]c2=O)c2c(C)[nH][nH]c2=O)cc1
i | i | COc1ccc(OCC(=O)Nn2c(-c3cccc(OC)c3)nc3ccccc3c2=O)cc1

One compound at a time (already shown). Order of values: CHT block, KCNQ2 inh
O=C(Cc1cc(=O)[nH][nH]1)N/N=C/C(Cl)=C/c1ccccc1 as listed: i, i
COc1ccccc1NC(=O)/C(C#N)=C/c1ccc(OCCN2CCOCC2)c(OC)c1 as listed: -5.98*, i
Cc1cc(SCC(=O)c2ccc(O)c(O)c2)n2nc(C)c(-c3ccccc3)c2n1 as listed: i, i
COc1ccc(OCC(=O)Nn2c(-c3cccc(OC)c3)nc3ccccc3c2=O)cc1 as listed: i, i

(further entries)
CHT block | KCNQ2 inh | molecule
i | i | CCn1cc(S(=O)(=O)CC(=O)Nc2cc(C)ccc2C)c2ccccc21
i | i | CCc1ccc(CN2CCN(c3ncccn3)CC2)cc1
i | i | O=C(Nc1ccccc1-c1nnc(SCc2ccccc2)o1)c1ccccc1
i | i | CCCCCCN1CC(=O)N2[C@@H](Cc3c([nH]c4ccccc34)C2(C)C)C1=O
i | i | CC(Oc1ccc(F)cc1)C(=O)Nc1cc(S(=O)(=O)N2CCOCC2)ccc1N1CCN(C)CC1 (stereo unspecified)
i | i | COC(=O)c1ccc(OC)c(OC2CCCC2)c1
i | i | Cc1coc2cc3oc(=O)c(CC(=O)N(C)CC(=O)O)c(C)c3cc12
i | i | Nc1ccc2nc(SCc3ccccc3F)sc2c1
i | i | C=CCNc1nc(Cl)nc(NC2CCCCC2)n1
i | i | NC(=O)c1ccc(/C(N)=N/S(=O)(=O)c2cc(C(F)(F)F)cc(C(F)(F)F)c2)cc1
i | i | CC(C)c1ccc(NC(=O)CSc2nc(=O)n(CCN3CCOCC3)c3c2CCC3)cc1
i | i | N#C/C(=C/c1ccccc1[N+](=O)[O-])C(=O)NCc1ccco1
i | i | COc1ccc(CNC(=O)C(=O)NCc2cccnc2)cc1
i | i | COc1cc(N=C2C(=O)N3CCCc4cccc2c43)cc(OC)c1
i | i | CCOc1cc(C(=O)NC2CC(C)(C)NC(C)(C)C2)cc(OCC)c1OCC
i | i | CCC(C)NC(=O)CSc1nnc(-c2ccc(Cl)cc2)n1N (stereo unspecified)
i | i | C[C@H](NC(=O)c1ccccc1)C(=O)Nc1nc(-c2ccccn2)cs1
. | i | Cc1nc2ccccn2c1-c1csc(Nc2cccc(O)c2)n1
i | i | O=C(OCc1ccc(Cl)c(Cl)c1)c1ccc[nH]1
i | i | CCOC(=O)C1CCCN(C(=O)CSc2ccc(Br)cc2)C1 (stereo unspecified)
i | i | Cc1cc(Cl)c(S(=O)(=O)NCCC(=O)O)cc1OCC(N)=O
i | i | COc1ccc(COC(=O)CCc2c[nH]c3ccccc23)cc1F
i | i | O=C(NNc1cccc(Cl)n1)c1ccc(Cl)cc1Cl
i | i | Cc1cc(C(=O)N2CCC(C)CC2)on1
i | i | COc1ccc(CC(=O)N(Cc2ccccc2)c2ccc(C)cc2)cc1S(=O)(=O)N1CCOCC1
i | -10.5* | Cc1ccccc1Sc1c(C#N)c(-c2ccccc2)nn1C
i | i | O=C(CSc1nnc(NC(=O)c2ccco2)s1)Nc1ccccc1Br
i | i | Cc1ccc(C)c(C(=O)COc2ccc(C)nc2[N+](=O)[O-])c1
i | i | Cc1c(C(=O)N2C[C@@H](C)O[C@@H](C)C2)oc2c(F)cccc12
i | i | Cc1nc2nc[nH]n2c(=O)c1NC(=O)c1cccc(OCC(C)C)c1
i | i | O=C(CN1CCN(c2ncccn2)CC1)NCCC1=CCCCC1
i | i | Cc1cc(F)ccc1NC(=S)NC1CCCC1
i | i | Cc1nnc(C)n1/N=C/c1cc2ccccc2nc1Cl
i | i | COc1cccc(N2CCN(C(=O)c3ccc4nc(N5CCCCC5)sc4c3)CC2)c1
i | i | COc1cnc(-c2ccccn2)nc1Oc1ccc(Cl)c2ccccc12
i | i | COc1cc(C(=O)NCCCCc2ccccc2)cc(OC)c1OC
-8.77* | i | COc1ccc(-c2csc(N(CCCN(C)C)C(=O)c3ccccc3Cl)n2)cc1
i | i | CN(C)C(=O)N1CCC(C(=O)NCc2ccccc2)CC1
i | i | COc1cc(-c2ccc3oc(-c4ccsc4)c(C#CC4(O)CCCCC4)c3c2)cc(OC)c1OC
i | i | COc1cccc(/C=C2/Sc3ccc(C(=O)NCCN4CCCC4)cc3NC2=O)c1
i | i | COc1ccc(Cc2nc(-c3cccs3)no2)cc1
i | i | COc1ccc(CNC(=O)c2cc(-c3ccncc3)nc3c(C)cc(C)cc23)cc1OC
i | i | O=C(NCc1ccc(F)cc1)c1cc(-c2ccco2)on1
i | i | COc1ccc(NC(=O)COc2ccc(N(C)S(=O)(=O)c3ccc(Cl)cc3)cc2)cc1OC
i | i | CN(CC(=O)Nc1ccc(F)c(F)c1F)C(=O)CC1OC(=O)c2ccccc21 (stereo unspecified)
i | i | COc1ccc(-c2nc(CS(=O)(=O)CC(=O)NCc3cccc(OC)c3OC)c(C)o2)cc1
i | i | O=C(CC12CC3CC(CC(C3)C1)C2)NC(=S)NCc1ccco1
i | i | COc1ccc(/C=N/NC(=O)CC(=O)NCCc2ccccc2)cc1OC
i | i | Cc1cc(C(F)(F)F)nn1CC(=O)NNC(=S)NCC(C)C
i | i | COc1ccc(-c2csc(NC(=S)NC(=O)/C=C/c3ccc(C(C)C)cc3)n2)cc1OC
i | i | COc1ccc(C2(c3ccc(OC)cc3)NC(=O)N(CC(=O)NCC(F)(F)F)C2=O)cc1
i | i | Nc1ncc(-n2cncn2)c(-c2ccccc2)n1
i | i | N=C(N)c1ccc(Cl)cc1
i | i | CC(C)(C)OC(=O)NNC(=O)c1cccs1
i | i | Cc1ccc(NC(=O)c2cc(=O)c3ccccc3o2)cc1S(=O)(=O)N1CCCCC1
